# Screens as filed in PubChem.
# TRPC6 inhibitor = mouse TRPC6 channel inhibitors, primary screen, cell-based, HEK293, membrane potential dye. Short transient receptor potential channel 6 (Mus musculus), Q61143. ACh-evoked depolarization; hits give low values. B-score at 10 µM. actives 1.1% (n = 310,000). AID 2553, 2010;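 active = B-score under library mean minus 3 SD, initial fluorescence not abnormally high, positive integrated signal ratio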;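 note: B-score derived from integrated fluorescence ratio over the kinetic read; more negative B-score means stronger inhibition of depolarization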
# TRPC4 PAM = positive allosteric modulators of TRPC4, primary screen, cell-based, mouse TRPC4beta, HEK293 mu-opioid, Fluo-4 calcium; AID 2227, 2009; actives 0.42% (n = 310,000); Short transient receptor potential channel 4 (Mus musculus), Q9QUQ5; B-score at 10 µM; DAMGO EC20, Fluo-4 Ca2+ flux; hits give high values;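 active = B-score of calcium response area above 5 SD of library B-scores, with initial fluorescence ratio within 5 SD of library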;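 note: B-score of integrated fluorescence ratio over time as area under calcium response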
# Target sequence (Q9QUQ5 whole entry, looked up): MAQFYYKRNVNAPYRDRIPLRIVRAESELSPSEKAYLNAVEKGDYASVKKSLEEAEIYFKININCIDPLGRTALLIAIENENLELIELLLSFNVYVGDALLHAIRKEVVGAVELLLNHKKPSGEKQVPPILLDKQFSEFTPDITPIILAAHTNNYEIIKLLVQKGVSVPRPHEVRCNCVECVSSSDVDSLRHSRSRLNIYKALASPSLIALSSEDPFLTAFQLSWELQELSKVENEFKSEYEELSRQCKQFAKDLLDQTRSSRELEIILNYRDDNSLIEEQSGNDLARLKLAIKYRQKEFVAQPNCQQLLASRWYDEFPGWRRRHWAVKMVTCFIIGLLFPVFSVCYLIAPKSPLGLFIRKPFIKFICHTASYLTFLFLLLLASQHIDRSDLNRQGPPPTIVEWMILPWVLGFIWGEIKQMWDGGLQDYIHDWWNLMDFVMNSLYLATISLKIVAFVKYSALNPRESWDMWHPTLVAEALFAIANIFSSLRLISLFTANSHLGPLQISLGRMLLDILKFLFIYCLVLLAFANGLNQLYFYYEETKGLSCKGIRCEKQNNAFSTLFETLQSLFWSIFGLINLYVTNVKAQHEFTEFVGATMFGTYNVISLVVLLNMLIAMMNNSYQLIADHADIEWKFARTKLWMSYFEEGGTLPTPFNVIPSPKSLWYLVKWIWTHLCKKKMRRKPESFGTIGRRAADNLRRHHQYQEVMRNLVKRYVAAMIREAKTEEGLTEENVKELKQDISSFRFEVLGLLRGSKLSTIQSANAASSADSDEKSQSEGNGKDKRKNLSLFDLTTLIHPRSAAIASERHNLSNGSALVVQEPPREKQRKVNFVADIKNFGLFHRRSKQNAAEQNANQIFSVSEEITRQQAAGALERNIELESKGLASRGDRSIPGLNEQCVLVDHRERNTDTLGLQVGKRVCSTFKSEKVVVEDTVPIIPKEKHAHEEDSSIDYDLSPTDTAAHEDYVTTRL
# MrgX1 ag = agonists of human MrgX1 receptor, primary screen, HEK293 cells, Fluo-4 calcium flux | Mas-related G-protein coupled receptor member X1 (Homo sapiens), Q96LB2 | Fluo-4 calcium fluorescence, agonist mode; hits give high values | B-score at 10 µM | actives 0.44% (n = 310,000) | AID 588627, 2011;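 active = calcium response B-score plate-corrected fluorescence ratio at least 3 library SD, with starting fluorescence B-score inside 5 SD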
#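 Test system: HEK293 cells stably expressing human MrgX1 receptor; Input: fifteen thousand cells per well; Dosing: compound delivered in addition one of three; Schedule: overnight seeding, then 1 h dark dye loading; Technique: Fluo-4 NW calcium fluorescence; Measure: B-scored fluorescence response ratio; Controls: positive and negative controls per plate.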
# ANO1 block = TMEM16A chloride channel inhibitors, primary screen, cell-based, HTS; HEK293 TMEM16A/YFP iodide influx fluorescence, ionomycin; normalized B-score (activity score, 25-100; higher = stronger inhibition) at 10 µM; actives 1.2% (n = 310,000); AID 588511, 2011;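 active = ratio plate-corrected score three or more library SD toward inhibition, starting fluorescence score within five deviations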;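 note: score derived from kinetic fluorescence span divided by baseline fluorescence per well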
# ANO1 activ = TMEM16A chloride channel activators or potentiators, primary screen, cell-based, HTS | Anoctamin-1 (Mus musculus), Q8BHY3 | HEK293 TMEM16A/YFP-H148Q/I152L, iodide quench fluorescence; hits give low values | B-score at 10 µM | actives 0.3% (n = 340,000) | AID 623877, 2012;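 active = fluorescence-ratio B-score plate-corrected deviation score at least 3 library SD below zero, with starting fluorescence score within 5 deviations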;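 note: channel opened by trigger with iodide after compound preincubation; score built on the fluorescence ratio of max minus min over baseline; more negative score means more quench and so TMEM16A activation or potentiation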
# MrgX1 PAM = positive allosteric modulators of MrgX1, primary screen, HEK293 cells, Fluo-4 calcium flux; Mas-related G-protein coupled receptor member X1 (Homo sapiens), Q96LB2; FDSS; hits give high values; B-score at 10 µM; actives 0.63% (n = 310,000); AID 588675, 2011;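 active = plate-corrected calcium response at least 3 library SD above typical, normal starting fluorescence, not activating the receptor alone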;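 note: compound read alongside a low EC10 to EC30 dose of BAM8-22 agonist; peak minus trough fluorescence over baseline measured at the second addition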
# MrgX1 antag = antagonists of human MrgX1 receptor, primary screen, HEK293 cells, Fluo-4 calcium flux | Mas-related G-protein coupled receptor member X1 (Homo sapiens), Q96LB2 | BAM8-22 antagonism; hits give low values | B-score at 10 µM | actives 1.3% (n = 310,000);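 active = calcium-response B-score plate-corrected more than 3 library SD below zero, starting fluorescence within 5 deviations, no agonist response on first addition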;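 note: peak minus trough fluorescence over baseline after final BAM8-22 challenge near maximal dose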
# TRPC4 block = inhibitors of mouse TRPC4 channel, primary screen, Fluo4 calcium, HEK293 TRPC4beta/mu-opioid cells | actives 0.39% (n = 300,000) | DAMGO-evoked Fluo4 calcium flux; hits give low values | Short transient receptor potential channel 4 (Mus musculus), Q9QUQ5 | AID 2247, 2010 | B-score at 10 µM;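 active = B-score over 3 SD under the library average, no early fluorescence shift, positive overall ratio signal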
#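 Assay system: TRPC4beta/mu-opioid receptor HEK293 cell line; compound dosing: single concentration per test compound; detection: Fluo4 Ca2+ flux fluorescence; evaluation: per-well B score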
# TRPC6 act = mouse TRPC6 channel activators, primary screen, cell-based, HEK293, membrane potential dye. HEK293-TRPC6 membrane potential dye fluorescence; hits give high values. Short transient receptor potential channel 6 (Mus musculus), Q61143. AID 2550, 2010. B-score at 10 µM. actives 0.13% (n = 310,000);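 active = B-score of the integrated fluorescence ratio above library mean plus 3 SD, and starting fluorescence ratio within library mean plus 5 SD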;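 note: higher score means more depolarization so channel activation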
# TRPC4 agonist = activators of mouse TRPC4 channel, primary screen, Fluo4 calcium, HEK293 TRPC4beta/mu-opioid cells; AID 2237, 2010; B-score at 10 µM; actives 0.49% (n = 310,000); Fluo4 calcium fluorescence; hits give high values; Short transient receptor potential channel 4 (Mus musculus), Q9QUQ5;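 active = B-score above 5 SD of library B-scores, and initial fluorescence ratio not above library mean plus 5 SD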;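 note: positive B-score marks a calcium rise read as TRPC4 activation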
#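 System: HEK293 cells stably co-expressing mouse TRPC4beta and mu-opioid receptor; Schedule: Fluo4 dye loading 45 min at room temperature, 110 s recording; Detection: Fluo4 fluorescence, kinetic; Evaluation: B-scored integrated calcium fluorescence ratio; Controls: buffer (low) and maximal DAMGO (high).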
# SKKanGAS inh = S. pyogenes SKKanGAS growth inhibitors in kanamycin, primary screen, streptokinase expression inhibitor project, SKKanGAS strain, BacTiter-Glo luminescence | 6 h | inhibition, % at 7.5 µM | actives 1.3% (n = 300,000);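 active = mean replicate score, as percent of positive control median, at least 50; inconclusive = mean below 50 but one replicate at or above 50; inactive = mean and every replicate below 50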;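 note: strain carries kanamycin resistance gene driven by streptokinase promoter and grows in 40 µg/ml kanamycin; loss of luminescence reflects streptokinase promoter inhibition or plain growth inhibition; 0% = median of DMSO wells and 100% = positive control at its reference dose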
# An asterisk follows results filed as active; i = inactive; u = inconclusive; x = no result given.
item	Compound	TRPC6 inhibitor	TRPC4 PAM	MrgX1 ag	ANO1 block	ANO1 activ	MrgX1 PAM	MrgX1 antag	TRPC4 block	TRPC6 act	TRPC4 agonist	SKKanGAS inh
1	COC(=O)N1C(=O)[C@](c2ccccc2)(C2CCCCC2)N1C(=O)OC	i	i	i	i	i	i	i	i	i	i	9
2	CCc1ccnc(NS(=O)(=O)c2ccc3c(c2)OCCO3)c1	i	i	i	i	i	i	i	i	i	i	-1
3	Cc1nc(SCC(=O)c2cc3ccccc3oc2=O)c(C#N)c(-c2ccccc2)c1C(=O)Nc1ccccc1	i	i	i	i	i	i	i	i	i	i	33
4	CCOC(=O)C1C2C=CC3(CN(Cc4ccccc4)C(=O)C13)O2 (stereo not given)	i	i	i	i	i	i	i	i	i	i	-2
5	COc1ccc(C(=O)NC(=S)Nc2ccc3oc(=O)ccc3c2)cc1[N+](=O)[O-]	i	i	i	i	i	i	i	i	i	i	8
6	CCC(C)(C)n1nnnc1C(c1cc2cc(C)cc(C)c2[nH]c1=O)N1CCN(C(=O)c2ccco2)CC1 (stereo not given)	i	i	i	i	i	i	i	i	i	i	-13
7	COc1ccc(F)cc1S(=O)(=O)n1nc(C)cc1C	i	i	i	i	i	i	i	i	i	i	0
8	COc1cc2c(cc1OC)CN(C1CCCN(Cc3cc(Cl)ccc3O)C1)CC2 (stereo not given)	i	i	i	i	i	i	i	i	i	i	-5
9	NC1=C(Br)C(=O)c2ccccc2C1=O	i	i	i	i	i	i	i	i	i	i	17
10	COc1ccc(Br)cc1CNC(=O)C1CCN(S(=O)(=O)N2CCCCC2)CC1	i	i	i	i	i	i	i	i	i	i	-3
11	CCN(CC)C(=O)/C(=C\c1ccc2c(c1)OCO2)NC(=O)c1ccc(Br)cc1	i	i	i	i	i	i	i	i	i	i	-7
12	CC1(C)OC2OC(C(=O)N/N=C/c3ccccc3F)C3OC(C)(C)OC3C2O1 (stereo not given)	i	i	i	i	i	i	i	i	i	i	-10
13	CC(C)Oc1cccc(C(=O)Nc2ccc(Br)cc2F)c1	i	i	i	i	i	i	i	i	i	i	3
14	CCOC(=O)CC(NC(=O)c1ccco1)c1ccc(C)cc1 (stereo not given)	i	i	i	i	i	i	i	i	i	i	-1
15	COc1ccc(Cl)cc1NC(=O)C/C(C)=N/NC(=O)c1ccccc1[N+](=O)[O-]	i	i	i	i	i	i	i	i	i	i	-6
16	O=C(COc1ccc([N+](=O)[O-])cc1)N/N=C/c1ccccn1	i	i	i	i	i	i	i	i	i	i	-7
17	CCCCn1c(CNC(C)=O)nc2ccccc21	i	i	i	i	i	i	i	i	i	i	-2
18	O=C(NNC(=S)Nc1ccccc1)c1cccc(S(=O)(=O)N2CCOCC2)c1	i	i	i	i	i	i	i	i	i	i	-1
19	COc1ccc(C(=O)NC2(C(F)(F)F)C(=O)N(Cc3ccco3)C3=C2C(=O)CC(C)(C)C3)cc1OC (stereo not given)	i	i	i	i	i	i	i	i	i	i	-5
20	CCc1nc(NCC(C)C)c(C#N)c2c1COC(C)(C)C2	i	i	i	i	i	i	i	i	i	i	1
21	O=C(CN(C(=O)c1csnn1)c1ccc(F)c(Cl)c1)NCc1ccccc1	i	i	i	i	i	i	i	i	i	i	-3
22	O=C(CCC1CCCN(C(=O)CC2=CCCCC2)C1)N1CCN(c2ccccn2)CC1 (stereo not given)	i	i	i	i	i	i	i	i	i	i	-15
23	CC(=O)Oc1ccccc1N(C(C)=O)S(=O)(=O)c1cccc([N+](=O)[O-])c1	i	i	i	i	i	i	i	i	i	i	6
24	CCO[C@@H]1OC(C(=O)NCc2ccccc2)=C[C@H](C2CCCCC2)[C@H]1CCCO	i	i	i	i	i	i	i	i	i	i	13
25	O=C(NC(=S)N1CCOCC1)C12CCC3CC(CC(C3)C1)C2	i	i	i	i	i	i	i	i	i	i	-10
26	Cc1cc(C)c2c(CN3CCCCC3)cc(=O)oc2c1	i	i	i	i	i	i	i	i	i	i	0
27	COCCN(CCOC)S(=O)(=O)c1ccc(C(=O)Nc2nnc(C)o2)cc1	i	i	i	i	i	i	i	i	i	i	-6
28	Oc1ccc(C[C@H]2CNCCN2CCc2cccc3ccccc23)cc1	i	i	i	i	i	i	i	i	i	i	-5
29	CC(=O)NCc1cc(-c2nn(C)c(=O)c3ccccc23)ccc1C	i	i	i	i	i	i	i	i	i	i	-1
30	C(=N\N(Cc1ccccc1)c1ccccc1)/c1ccco1	i	i	i	i	i	i	i	i	i	i	15
31	O=S(=O)(Nc1nc(-c2sccc2Cl)cs1)c1cc(Cl)ccc1Cl	i	i	i	100*	i	i	i	i	i	i	85*
32	CS(=O)(=O)c1ccc(C(=O)NC(Cc2ccccc2)c2ccccc2)cc1 (stereo not given)	i	i	i	i	i	i	i	i	i	i	-2
33	CCOCCCNC(=O)c1c[nH]c2ccc(OCC)cc2c1=O	i	i	i	i	i	i	i	i	i	i	-3
34	O=C(Nc1cccc(C(F)(F)F)c1)OCc1ccncc1	i	i	i	i	i	i	i	i	i	i	2
35	COc1cc(NC(=O)C2CCCN2S(=O)(=O)c2cccc3cccnc23)cc(OC)c1OC (stereo not given)	i	i	i	i	i	i	i	i	i	i	2
36	Cc1cc(-n2c(SCC(=O)Nc3ccc(F)c(F)c3)nc3n[nH]c(C)c3c2=N)ccc1Cl	i	i	i	i	i	i	i	i	i	i	19
37	CCOc1ccc(NS(=O)(=O)c2c(C)nc3sccn3c2=O)cc1	i	i	i	i	i	i	i	i	i	i	-1
38	CCCCc1c(O)n2c(nc3ccccc32)[nH]c1=O	i	i	i	i	i	i	i	i	i	i	0
39	COc1ccccc1N(CC(=O)Nc1ccc(Cc2ccncc2)cc1)S(=O)(=O)c1ccccc1	i	i	i	i	i	i	i	i	i	i	9
40	COCCNC(=O)CN(Cc1cccs1)C(=O)CCC(=O)Nc1nccs1	i	i	i	i	i	i	i	i	i	i	-1
41	CCN(CC(=O)Nc1c(F)cccc1F)C(=O)C1CCCN(C(=O)c2ccc(Cl)cc2)C1 (stereo not given)	i	i	i	i	i	i	i	i	i	i	-7
42	CCOC(=O)C1(P(=O)(c2ccccc2)c2ccccc2)CCC1	i	i	i	i	i	i	i	i	i	i	-3
43	Cc1ccc(N2CCCn3c2cc(C)c(C#N)c3=O)cc1C	i	i	i	i	i	i	i	i	i	i	6
44	COc1cc(NC(=O)c2ccc(F)cc2)ccc1NC(=O)c1cc2ccccc2o1	i	i	i	i	i	i	i	i	i	i	6
45	O=c1[nH]c(SCc2cccc(Cl)c2)nc2ccccc12	i	i	i	i	i	i	i	i	i	i	x
46	Cc1cc(C(=O)N/N=C/c2cc([N+](=O)[O-])cc(C)c2O)n[nH]1	i	i	x	x	i	x	x	i	i	i	u
47	O=S(=O)(c1ccc(Cl)cc1)N1CCCC1c1nc(-c2ccc(Cl)cc2)no1 (stereo not given)	i	i	i	i	i	i	i	i	i	i	2
48	CCC(=O)Nc1ccc(C=C(C(C)=O)C(C)=O)cc1	i	i	i	i	i	i	i	i	i	i	-4
49	O=C(Nc1ccccc1Cl)Nc1ccccc1Cl	i	i	i	i	i	i	i	i	i	i	0
50	CC(=O)Nc1ccc(N=Nc2ccccc2)cc1	i	i	i	i	i	i	i	i	i	i	-2
51	COc1ccc(/C=C2\N=C(SC)N(c3ccccc3OC)C2=O)cc1	i	i	i	i	i	i	i	i	i	i	-12
52	Cn1c(-c2ccc(F)cc2)cnc1NCc1ccc(F)cc1	i	i	i	i	i	i	i	-6*	i	i	7
53	CCOc1ccc(OCC)c(S(=O)(=O)N2CCCCC2)c1	i	i	i	i	i	i	i	i	i	i	-3
54	O=S1(=O)CCN2N=C(C3CC3)SC2=N1	i	i	i	i	i	i	i	i	i	i	-2
55	O=C(NCCCN1CCOCC1)[C@@H]1CSC2c3ccccc3C(=O)N21 (stereo not given in full)	i	i	i	i	i	i	i	i	i	i	0
56	CCOC(=O)CNC(=O)CSc1ccc2nnc(-c3cccnc3)n2n1	i	i	i	i	i	i	i	i	i	i	3

# Other structures follow.
item	Compound	TRPC6 inhibitor	TRPC4 PAM	MrgX1 ag	ANO1 block	ANO1 activ	MrgX1 PAM	MrgX1 antag	TRPC4 block	TRPC6 act	TRPC4 agonist	SKKanGAS inh
57	O=C1OC(c2ccccc2)=NC12CC2c1ccc(Cl)cc1 (stereo not given)	i	i	i	i	i	i	i	i	i	i	-4
58	CN(C)c1ccc(C(=O)c2ccc(N(C)C)c3ccccc23)cc1	i	i	i	i	i	i	i	i	i	i	2
59	COc1ccc(N2CC(NC(=O)Nc3ccccc3)CC2=O)cc1 (stereo not given)	i	i	i	i	i	i	i	i	i	i	8
60	CC(Cc1ccccc1)C(=O)N(C)Cc1cccnc1 (stereo not given)	i	i	i	i	i	i	i	i	i	i	11
61	COC(=O)C[C@H]1c2ccccc2S(=O)(=O)N1Cc1ccc(OC)cc1	i	i	i	i	i	i	i	x	i	i	3
62	O=C(c1cccnc1)N1CCC(c2nc3ccccc3[nH]2)CC1	i	i	x	x	x	x	x	i	i	i	-2
63	O=C1/C(=C/c2ccncc2)SC(=S)N1C1CCS(=O)(=O)C1 (stereo not given)	i	i	i	i	i	i	i	i	i	i	-7
64	CC(=O)Oc1ccc(C(=O)Nc2cccc(C(=O)NC(C)(C)C)c2)cc1	i	i	i	i	i	i	i	i	i	i	13
65	CC1=C(N2CCCCC2)CCC1=O	i	i	i	i	i	i	i	i	i	i	-3
